# M1 ag parental: counter-screen for M1 agonists: effect in parental CHO-K1 cells; Fluo-8 calcium fluorescence; scaled to maximal ATP response, vehicle zero; activation, % at 3 µM; 0.48% of 360,000 active; AID 602248, 2012; in the data active = activation above about 15%;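 note: untransfected CHO-K1 host cells lacking M1 receptor as counterscreen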
# M1 PAM parental: nonselective calcium activators in parental CHO-K1 cells, primary screen, counter-screen for M1 PAM project, cell-based, Fluo-8 calcium fluorescence, full deck, 1536-well; 0.02% of 360,000 active; activation, % at 3 µM; AID 602247, 2012; ATP EC20; 0% at ATP EC20, 100% at ATP max;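 active = activation above the run cutoff, the mean activation of all test compounds plus 3 SD, cut at about 40% in these data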;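 note: peak over basal fluorescence ratio in a 140 s read after ATP addition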
# TAAR1 ag: human TAAR1 agonists, primary screen, Fluo-8 calcium fluorescence, CHO RD-HGA16 cells; Trace amine-associated receptor 1 (Homo sapiens), Q96RJ0; vehicle wells 0%, saturating PEA agonist 100%; activation, % at 3 µM; 0.99% of 360,000 active;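 active = activation above the mean activation of all test compounds in the run plus 3 SD, cut at about 38% in these data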
#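 Repeats: no replicates (n 1) | Material: CHO-derived RD-HGA16 cells with stable Gα16 and human TAAR1 | Technique: Kinetic Fluo-8 calcium fluorescence | Schedule: 17-24 h seeding, 75 min 37 °C dye, 30 min RT | Evaluation: % activation from peak over basal fluorescence ratio, DMSO-to-PEA scaled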
# M1 ag: human M1 muscarinic receptor agonists, primary screen, Fluo-8 calcium fluorescence, CHO-K1 cells, HTS; activation, % at 3 µM; Muscarinic acetylcholine receptor M1 (Homo sapiens), P11229; AID 588814, 2011; CHO-K1 hM1, agonist mode; 0% DMSO, 100% acetylcholine EC100; 0.33% of 360,000 active;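 active = activation above the run's mean compound activation plus 3 SD, cut at about 16% in these data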;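 note: peak over basal fluorescence ratio within a 140 s kinetic read after compound addition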
# Target sequence (P11229 whole entry, looked up): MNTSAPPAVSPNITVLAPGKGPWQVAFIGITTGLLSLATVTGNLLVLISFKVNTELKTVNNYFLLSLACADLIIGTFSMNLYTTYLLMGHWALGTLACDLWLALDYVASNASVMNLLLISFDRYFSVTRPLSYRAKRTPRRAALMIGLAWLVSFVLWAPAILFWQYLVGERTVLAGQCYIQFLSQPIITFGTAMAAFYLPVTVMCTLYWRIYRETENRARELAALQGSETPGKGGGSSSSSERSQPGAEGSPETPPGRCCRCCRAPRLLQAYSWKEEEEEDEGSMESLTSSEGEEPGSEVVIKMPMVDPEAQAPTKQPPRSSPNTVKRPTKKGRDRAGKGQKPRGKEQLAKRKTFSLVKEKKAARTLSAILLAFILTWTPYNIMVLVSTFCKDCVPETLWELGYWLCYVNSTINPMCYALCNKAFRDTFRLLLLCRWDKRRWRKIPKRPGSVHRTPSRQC
# OXTR potentiator: human OXTR potentiators, primary screen, fluorescence, CHO-OTR cells, Fluo-8 calcium; Oxytocin receptor (Homo sapiens), P30559; Fluo-8 calcium fluorescence, potentiator mode; 0% = oxytocin EC15, 100% = EC100; activation, % at 3 µM; 0.061% of 320,000 active; AID 2445, 2010;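 active = activation above that plate's cutoff, the mean activation of tested compounds plus 3 SD, cut at about 6.6% in these data, passing the limit was not always enough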;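 note: 100% uses oxytocin at 75 nM as the full agonist control; some results filed as inactive read as strong as hits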
# Target sequence (P30559 whole entry, looked up): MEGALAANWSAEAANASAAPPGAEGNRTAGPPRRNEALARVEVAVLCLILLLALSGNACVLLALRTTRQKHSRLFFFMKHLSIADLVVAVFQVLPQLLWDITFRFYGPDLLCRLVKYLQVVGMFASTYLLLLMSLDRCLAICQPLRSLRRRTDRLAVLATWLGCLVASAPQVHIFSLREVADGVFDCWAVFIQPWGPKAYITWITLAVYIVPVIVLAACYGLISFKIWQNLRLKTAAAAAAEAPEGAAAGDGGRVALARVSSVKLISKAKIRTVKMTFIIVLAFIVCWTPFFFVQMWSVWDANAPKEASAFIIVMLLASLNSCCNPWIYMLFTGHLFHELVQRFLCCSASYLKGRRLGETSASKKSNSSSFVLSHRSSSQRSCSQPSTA
#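 Replication – single well per compound, singlicate · Assay system – CHO cell line stably expressing human OTR · Timing – 6 min pre-incubation, 100 s read · Measure – normalized max/min fluorescence ratio, % activation · Doses – 3.0 µM, one dose · Detection – Fluo-8 calcium dye fluorescence · Probe or stimulus – oxytocin near EC15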
# CHRM1 antagonist: human M1 muscarinic receptor antagonists, primary screen, CHO-K1 cells, Fluo-8 calcium fluorescence, 1536-well. AID 588852, 2011. inhibition, % at 3 µM. CHO-K1 hM1, ACh EC80 antagonist. 1.3% of 360,000 active. Muscarinic acetylcholine receptor M1 (Homo sapiens), P11229;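 active = percent inhibition above its own plate's cutoff, namely the mean of that plate's compound wells plus 3 SD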;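 note: peak over basal fluorescence ratio during 140 s after agonist addition; 0% = ACh EC80 plus DMSO and 100% = DMSO alone without agonist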
# CHO-K1 Ca antag: counter-screen for M1 antagonists: effect in parental CHO-K1 cells; ATP-induced calcium, Fluo-8 fluorescence; AID 602250; 0.6% of 360,000 active; inhibition, % at 3 µM;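 active = inhibition above a per-plate cutoff, the plate's mean sample inhibition plus 3 SD, cut at about 24% in these data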;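 note: 0% = DMSO plus EC80 ATP and 100% = DMSO alone without ATP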
# TAAR1 antag: human TAAR1 antagonists, primary screen, Fluo-8 calcium fluorescence, CHO RD-HGA16 cells; 1.5% of 360,000 active; antagonist; inhibition, % at 3 µM; Trace amine-associated receptor 1 (Homo sapiens), Q96RJ0;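 active = inhibition above a per-plate cutoff, the mean inhibition of test compounds on that plate plus 3 SD, cut at about 49% in these data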;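 note: 0% = DMSO plus EC80 beta-PEA response and 100% = DMSO alone without agonist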
#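 System: CHO RD-HGA16 cells bearing hTAAR1. Reagent: EC80 β-phenethylamine stimulus. Schedule: seeding 17-24 h prior, 75-min 37 °C, 30-min RT dye loading. Signal: Fluo-8 intracellular calcium dye fluorescence, real-time kinetic reads. Read-out: % inhibition from peak post-agonist over basal fluorescence ratio. Benchmarks: vehicle wells and EC80 agonist wells. Replicates: n of 1.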
# CHO parental Ca: ATP-evoked calcium signal inhibitors, parental CHO, primary screen, counter-screen for OX1R antagonist project, cell-based, fluorescence, Fluo-8 calcium dye; 0.63% of 330,000 active; inhibition, % at 5.6 µM; parental CHO-K1, ATP-induced calcium, Fluo-8 fluorescence; AID 463079, 2010;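 active = inhibition above that plate's mean sample inhibition plus 3 SD, cut at about 26% in these data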;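 note: 0% = ATP-challenged DMSO wells and 100% = DMSO wells without ATP; some compounds past the cut are filed as inactive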
#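 material = parental CHO cells | also added = ATP as calcium-mobilizing challenge | dosing = single point at 5.6 µM | detection = intracellular calcium via Fluo-8 no-wash fluorescent dye | read-out = % inhibition | benchmarks = low control ATP plus DMSO, high control DMSO only | repeats = one well per compound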
# Numbers without * were called inactive; . = not tested or not shown.
SMILES,M1 ag parental,M1 PAM parental,TAAR1 ag,M1 ag,OXTR potentiator,CHRM1 antagonist,CHO-K1 Ca antag,TAAR1 antag,CHO parental Ca
COCCn1c(C)c(C(=O)O)sc1=S,0.0,-0.2,15.6,1.4,-12.9,-5.5,-5.3,0.7,-1.7
Cc1ccc(S(=O)(=O)N2N=C3CCCCC3C2(O)C(F)(F)F)cc1 (stereo not drawn),-0.2,12.6,6.3,-6.8,-3.0,-1.4,-1.9,-12.9,-9.8
CCOC(=O)c1c(NC(=S)Nc2ccccc2)sc2c1CCN(CC)C2,0.2,8.5,4.4,-5.3,-14.8,-4.5,-8.8,0.7,-12.5
COc1ccc(NC(=O)CN2C(=O)/C(=C3\SC(=S)N(C4CCS(=O)(=O)C4)C3=O)c3ccccc32)cc1 (stereo not drawn),0.2,-7.7,9.1,0.8,-1.4,-10.5,1.7,-23.6,-7.3
O=C(NC(Cc1ccccc1)C(=O)O)/C(=C\c1ccccc1)NC(=O)c1ccco1 (stereo not drawn),0.1,10.4,0.7,-0.3,-5.4,-15.4,-15.4,-9.2,0.5
COc1ccccc1-n1c(SCC(=O)N2CCc3ccccc32)nc2c(c1=O)SCC2,1.6,-5.7,2.5,-6.6,-1.4,14.0,3.4,-18.7,-14.7
Cc1ccc(Cl)cc1N1CCN(C(=O)C2CCN(S(=O)(=O)c3cccnc3)CC2)CC1,7.8,-9.5,12.7,1.9,-21.7,17.6,15.7,23.1,15.3
CCOc1cccc(C2C(C(=O)c3cccs3)=C(O)C(=O)N2Cc2cccnc2)c1 (stereo not drawn),-0.3,-6.5,0.7,0.7,-6.8,-2.9,-1.5,-20.5,-10.0
CS(=O)(=O)N1CCN(c2cnn(-c3ccccc3)c(=O)c2Cl)CC1,1.5,-8.1,2.5,-5.6,2.5,-3.7,-18.3,-13.8,0.5
COc1ccccc1Nc1nc(N)nc(CN2CCOCC2)n1,0.2,6.5,2.6,-1.6,-1.5,17.6,2.9,0.1,-6.6
CO/N=C(/CNC(=O)c1cccc(Cl)c1)c1ccc(Cl)cc1,0.0,17.4,-3.6,-4.3,-3.5,-2.6,-4.1,-1.6,-3.7
COc1ccc2cc(C(=O)N3CCCCCC3)sc(=O)c2c1OC,0.8,-3.9,8.6,1.8,-5.2,-1.2,20.3,6.9,1.5
O=C(COC(=O)c1ccccc1OCc1ccc(Cl)cc1)NCC1CCCO1 (stereo not drawn),0.0,-4.8,2.0,-3.9,-2.4,-2.5,-11.8,16.0,-27.2
CCC(=O)NC(=S)Nc1ccc(NC(=O)c2ccc(Br)o2)cc1,0.8,12.8,-0.8,-8.3,-4.1,-4.8,-3.9,-0.3,-0.1
O=C1CCC(C(=O)N(CCO)Cc2ccccc2)CN1CCCN1CCOCC1 (stereo not drawn),0.2,-14.0,1.0,-2.9,-2.2,0.6,-6.3,-23.7,6.2
Cc1onc(-c2ccccc2)c1C(=O)N1CCc2ccccc21,2.8,8.9,3.4,-6.0,3.6,-7.6,-13.1,7.9,-23.1
Cc1ccc(C)c(N2CCN(C(=O)c3ccc4nc(N5CCOCC5)sc4c3)CC2)c1,3.8,18.6,16.9,-1.0,-3.1,-14.7,-2.1,-39.2,-12.3
CCN(CC)C(=O)[C@H]1CC(CC(=O)NCCC2=CCCCC2)C(=O)N2CCc3c([nH]c4ccc(OC)cc34)[C@]12C (stereo partly drawn),-0.6,17.7,-2.0,-8.4,.,-10.4,-16.9,-24.8,-17.2
Cc1ccc(S(=O)(=O)Nc2cccc(C(=O)NCCCn3ccnc3)c2)cc1F,-0.1,-11.5,1.7,-7.9,-6.0,5.3,6.7,-8.7,1.0
COc1cccc(CN2CCNC(=O)C2CC(=O)N(C)C2CCCCC2)c1OC (stereo not drawn),0.8,19.3,2.7,-0.8,1.3,-2.3,-8.0,-17.5,-24.0

# Part of the list above, as labelled records.
molecule: O=C1CCC(C(=O)N(CCO)Cc2ccccc2)CN1CCCN1CCOCC1 (stereo not drawn)
  M1 ag parental: 0.2
  M1 PAM parental: -14.0
  TAAR1 ag: 1.0
  M1 ag: -2.9
  OXTR potentiator: -2.2
  CHRM1 antagonist: 0.6
  CHO-K1 Ca antag: -6.3
  TAAR1 antag: -23.7
  CHO parental Ca: 6.2

molecule: Cc1onc(-c2ccccc2)c1C(=O)N1CCc2ccccc21
  M1 ag parental: 2.8
  M1 PAM parental: 8.9
  TAAR1 ag: 3.4
  M1 ag: -6.0
  OXTR potentiator: 3.6
  CHRM1 antagonist: -7.6
  CHO-K1 Ca antag: -13.1
  TAAR1 antag: 7.9
  CHO parental Ca: -23.1

# Carrying on:
SMILES,M1 ag parental,M1 PAM parental,TAAR1 ag,M1 ag,OXTR potentiator,CHRM1 antagonist,CHO-K1 Ca antag,TAAR1 antag,CHO parental Ca
O=C(Cn1nnc(-c2ccccc2Cl)n1)NCc1ccc2c(c1)OCO2,0.5,13.2,6.9,0.6,-2.6,-30.6,3.6,0.9,-0.2
CC1CN(CC(=O)Nc2cc(S(=O)(=O)N3CCCC3)ccc2Cl)CC(C)O1 (stereo not drawn),4.2,17.5,-0.4,-1.8,-4.2,-4.8,-17.0,-19.1,-19.5
CC(=O)c1ccc(NC(=O)CN2C(=O)COc3ccc(Cl)cc32)cc1,1.7,12.2,5.1,-3.1,-2.7,-3.8,-0.9,4.0,0.7
CCc1ccc(/C=C2\Oc3cc(OC(=O)N4CCOCC4)ccc3C2=O)cc1,-0.4,-3.2,1.0,-5.8,-0.4,-1.1,4.1,-13.1,-17.9
COc1cccc(C2NC(=S)NC(C)=C2C(=O)c2ccccc2)c1OC (stereo not drawn),0.5,11.8,14.4,-5.3,-12.7,-3.4,3.0,-13.0,-25.4
Cc1occc1C(=O)Nc1ccc(S(=O)(=O)N2CCCC2)cc1,1.0,4.9,4.8,-6.2,-4.6,6.0,0.0,-0.6,-16.4
COC(=O)COC(=O)c1ccc(Oc2nc(OC)nc(N(C)C)n2)cc1,1.1,16.1,1.7,-3.2,-5.5,-6.5,-2.1,0.7,-4.0
Oc1ccccc1/C=N/Nc1nc2ccccc2o1,0.6,2.0,27.9,-2.6,-5.8,-4.3,-3.5,11.3,-11.2
CCOC(=O)c1csc(NC(=O)c2cccs2)n1,6.7,13.7,0.3,-0.1,-11.6,-6.3,-2.6,-8.4,-6.4
Cc1c(NC(=O)CN2C(=O)NC(C)(c3ccccc3)C2=O)c(=O)n(-c2ccccc2)n1C (stereo not drawn),1.2,19.7,6.4,-7.7,-2.4,-5.9,-17.4,-1.4,4.3
O=C(Cn1nnc(-c2ccc(OCc3ccccc3F)cc2)n1)N1CCOCC1,4.0,5.1,8.2,0.1,-7.8,-0.1,2.8,19.9,0.0
CC(C)(C)NC(=O)CN(Cc1cccs1)C(=O)CCN1CCc2ccccc21,1.6,-13.1,3.0,-9.4,-11.0,-3.6,16.6,15.7,-9.6
CCC(C)N(C(=O)COC(=O)CSc1ccc(C)c(C)c1)C1CCS(=O)(=O)C1 (stereo not drawn),1.0,17.6,2.7,-5.3,9.3,-5.5,-14.3,9.0,-23.5
O=C(NNc1ccccc1)c1ccccc1,-0.5,-16.9,0.6,-3.2,.,4.3,2.9,13.9,.
C(=N\NCc1ccccc1)/c1ccc2nccnc2c1,1.2,8.0,1.2,-2.9,-5.2,-10.1,-2.5,-4.5,-16.9
Cc1nnc(SCC(=O)c2cc(C)n(C3CC3)c2C)s1,0.0,-5.0,2.7,-4.1,3.5,18.9,19.8,-16.4,-18.8
C=CCSc1nc2c(c(=O)[nH]c(=O)n2C)n1Cc1ccccc1,1.9,10.9,2.4,-2.3,-1.5,-0.8,-3.8,-4.3,-17.7
O=C(CSc1ncn[nH]1)Nc1ccnc2ccccc12,0.5,5.5,0.8,-1.8,0.1,10.1,7.2,-10.7,2.3
COc1cccc(-c2cc(C(=O)NC3CCCC3)c3ccccc3n2)c1,2.8,-11.2,2.9,-3.2,-1.2,17.8,0.6,39.9,-22.1
C=CCn1c(SCC(=O)N2CCN(c3ccc(F)cc3)CC2)nnc1-c1ccco1,0.9,8.9,1.6,-5.7,-3.9,-4.2,4.8,-9.9,-16.6

# Filtered by structure, the entries above with a furan ring, fused or not (4)
SMILES,M1 ag parental,M1 PAM parental,TAAR1 ag,M1 ag,OXTR potentiator,CHRM1 antagonist,CHO-K1 Ca antag,TAAR1 antag,CHO parental Ca
O=C(NC(Cc1ccccc1)C(=O)O)/C(=C\c1ccccc1)NC(=O)c1ccco1 (stereo not drawn),0.1,10.4,0.7,-0.3,-5.4,-15.4,-15.4,-9.2,0.5
CCC(=O)NC(=S)Nc1ccc(NC(=O)c2ccc(Br)o2)cc1,0.8,12.8,-0.8,-8.3,-4.1,-4.8,-3.9,-0.3,-0.1
Cc1occc1C(=O)Nc1ccc(S(=O)(=O)N2CCCC2)cc1,1.0,4.9,4.8,-6.2,-4.6,6.0,0.0,-0.6,-16.4
C=CCn1c(SCC(=O)N2CCN(c3ccc(F)cc3)CC2)nnc1-c1ccco1,0.9,8.9,1.6,-5.7,-3.9,-4.2,4.8,-9.9,-16.6

# (list continues)
SMILES,M1 ag parental,M1 PAM parental,TAAR1 ag,M1 ag,OXTR potentiator,CHRM1 antagonist,CHO-K1 Ca antag,TAAR1 antag,CHO parental Ca
COc1cc([N+](=O)[O-])ccc1NC(=O)CCCOc1ccccc1,-0.4,-1.7,6.3,-3.1,-11.3,-25.0,-0.9,0.6,-24.6
CC(C)c1[nH]nc2c1C(c1cccc(OC(=O)N3CCOCC3)c1)C(C#N)=C(N)O2 (stereo not drawn),-0.1,2.1,2.3,-3.0,-11.0,-5.4,5.5,-9.2,-8.9
CC(C)(C)C(=O)Nc1cc2c3c(c1)CC(=O)N3CCC2,0.6,16.4,0.4,-1.7,-6.3,-17.5,-14.9,-10.6,-11.5
O=C(CN1CCCCC1)Nc1ccc(S(=O)(=O)c2ccc(NC(=O)CN3CCCCC3)cc2)cc1,1.0,12.2,2.0,-3.2,.,-18.7,-13.7,-12.9,.
